E coli Lon inh: E. coli protease La inhibition | P0A9M0 | purified E. coli Lon protease, fluorescence polarization | inhibition, % at 7.94 µM | hit rate 0.42% among 360,000 | AID 602123; in the data active means inhibition above about 13%, passing the limit was not always enough;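 further: 0% = enzyme with probe and DMSO and 100% = no enzyme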
CSN deneddyl inh: CSN deneddylation inhibition; Q92905; Purified CSN, SCF-Nedd8-OG deneddylation, fluorescence polarization; inhibition, % at 12.5 µM; hit rate 0.38% among 360,000;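 active means pattern-corrected inhibition above about 35%, with an unprinted fluorescence ratio check between 0.5 and 1.5, limit read from the data, passing the limit was not always enough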;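 further: 0% = enzyme with substrate and 100% = substrate without enzyme; some results filed as inactive read as strong as hits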
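Detection – fluorescence polarization · System – HEK293T-derived human Csn5 enzyme · Controls – substrate-only high control, full reaction low control · Timing – 90 min, room temperature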
Tb MetRS inh: Trypanosoma brucei MetRS inhibition | hit rate 0.4% among 360,000 | purified T. brucei MetRS, ATP depletion, Kinase-Glo luminescence | inhibition, % at 11.9 µM | AID 624268;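 active means inhibition above a per-plate cutoff of the control wells' mean inhibition plus 3 SD, cut at about 5.5% in these data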;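 further: 0% = DMSO wells median and 100% = median of wells with control inhibitor compound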
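Measured by: Kinase-Glo luciferase luminescence reporting remaining unconsumed ATP. Material: purified T. brucei MetRS enzyme. Doses: 11.9 µM compound single dose, 0.9% DMSO. Medium: HEPES buffer containing pyrophosphatase, BSA, spermine, DTT. Times: 15 min preincubation, 2 h reaction, all 25 °C. Reagent: methionine, ATP and bulk E. coli tRNA.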
Neddyl block: blocks human cullin neddylation; P61081+Q13564; TR-FRET cullin neddylation, biochemical; calls only at 25 µM; hit rate 0.58% among 360,000; AID 651699; in the data active means inhibition above about 36%
MsrA act: activators of bovine methionine sulfoxide reductase A. purified bovine MsrA, absorbance read-out. activation, % at 10.6 µM. hit rate 0.3% among 360,000; in the data active means activation above about 7.5%;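 further: 0% = vehicle and 100% = reference activator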
Rin1 Abl inh: inhibitors of human Rin1-Abl protein interaction | P00519+Q13671 | TR-FRET Rin1/Abl binding, biochemical | inhibition, % at 7.35 µM | hit rate 0.4% among 360,000; in the data active means inhibition above about 5%, passing the limit was not always enough
FAS TE block: FAS thioesterase (human) inhibition; AID 602261; inhibition, % at 15 µM; hit rate 0.67% among 360,000; P49327; recombinant FAS-TE, OMFH fluorogenic substrate, fluorescence endpoint;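 active means compounds whose normalised, plate-corrected inhibition of enzyme fluorescence in the single-dose primary screen is 50% or more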;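 further: 0% = DMSO with enzyme and 100% = substrate without enzyme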
MsrA inh: inhibits bovine methionine sulfoxide reductase A | purified bovine MsrA, absorbance read-out | hit rate 0.75% among 360,000 | inhibition, % at 15.5 µM; in the data active means inhibition above about 4.5%;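 further: 0% = vehicle wells with enzyme and 100% = reference inhibitor wells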
PABP1 MLLE inh: inhibitors of microRNA-mediated deadenylation, human PABP1 MLLE binding | P11940 | GST-MLLE / FITC-PAM2 fluorescence polarization | inhibition, % at 20 µM | hit rate 0.36% among 360,000 | AID 588489; in the data active means inhibition above about 35%, passing the limit was not always enough;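 further: plate controls were DMSO wells with GST-MLLE for no effect and wells lacking GST-MLLE protein for full effect; some results filed as inactive read as strong as hits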
Active calls of the source: *; i = inactive; x = not tested or not shown; + = active, no number.

Short keys – A = E coli Lon inh; B = CSN deneddyl inh; C = Tb MetRS inh; D = Neddyl block; E = MsrA act; F = Rin1 Abl inh; G = FAS TE block; H = MsrA inh; I = PABP1 MLLE inh
O=C(O)CC1CCC(=C(Cl)Cl)C1 (configuration not stated)
  A = -1; B = 6; C = 0.2; D = i; E = -6; F = 1; G = -2; H = -0.6; I = -8
CO/N=C/NC(=O)c1cn(-c2ccc(F)cc2)c(=O)c2ccccc12
  A = -3; B = 1; C = -1.8; D = i; E = -14; F = 0; G = -5; H = -1.2; I = 8
FCCCOc1ccc(-c2nccc(-c3ccc(F)cc3)n2)cc1
  A = 8; B = 1; C = -0.9; D = i; E = -2; F = -2; G = 26; H = 1.5; I = -5
COc1ccccc1C(=O)ON=C1c2ccccc2-c2ccccc21
  A = 9; B = -11; C = 0.1; D = i; E = -2; F = 0; G = 23; H = 1.2; I = 4
CCC(=O)Nc1cccc(C(=O)/C=C/c2cc(Br)ccc2OC)c1
  A = -7; B = 13; C = -0.5; D = i; E = -2; F = 4; G = 8; H = 0.0; I = 0
Cc1cccc(S(=O)(=O)c2c(N)n(/N=C/c3ccccc3)c3nc4ccccc4nc23)c1
  A = -4; B = 0; C = -1.2; D = x; E = -10; F = -1; G = 25; H = -1.4; I = -12
COc1cccc(CCC(=O)N2CCC(n3nccc3NC(=O)CC(C)C)CC2)c1
  A = -2; B = -1; C = -0.5; D = i; E = -2; F = 2; G = -7; H = -0.3; I = -7
O=C(Nc1ccccc1C(=O)O)c1cccc(NC(=O)c2ccccc2Cl)c1
  A = 5; B = 1; C = -0.3; D = i; E = -4; F = -2; G = -2; H = 0.1; I = -7
O=C(CCc1c[nH]c2ccccc12)NCc1cccc(Cl)c1
  A = 6; B = 3; C = -0.8; D = i; E = -7; F = 0; G = -1; H = 0.9; I = 2
CCCCn1cc(S(=O)(=O)c2ccccc2)c(=O)c2cc(C)ccc21
  A = -8; B = 0; C = 0.1; D = i; E = -1; F = 4; G = -4; H = -1.1; I = 3
COc1ccc(C(c2nnnn2C2CCCC2)N2CCN(C3CCCC3)CC2)cc1OC (configuration not stated)
  A = -7; B = 2; C = -1.4; D = i; E = -11; F = 4; G = 0; H = -0.9; I = 2
CC(=O)c1cc2c(cc1NC(=O)Cn1nc(-c3ccc(C)cc3)ccc1=O)OCO2
  A = -8; B = 7; C = -0.2; D = i; E = -2; F = 2; G = 13; H = -0.6; I = 8
COc1ccc(C(CC(=O)c2ccc(C)cc2)Nc2ccc([N+](=O)[O-])cc2)cc1 (configuration not stated)
  A = 1; B = -3; C = -0.9; D = i; E = -6; F = -3; G = 43; H = -0.2; I = -16
O=C(COc1ccc(F)cc1)NCC1CCCO1 (configuration not stated)
  A = 0; B = 2; C = -0.2; D = i; E = -3; F = 0; G = -10; H = 0.7; I = -5
FC(F)(F)c1ccccc1Cc1c(-c2cccc(Cl)c2)nc2c3ccccc3ccn12
  A = -5; B = -1; C = -0.7; D = i; E = -2; F = x; G = 20; H = 0.9; I = x
CC(C)(C)C1CCNC(=O)CC1 (configuration not stated)
  A = 1; B = 0; C = -0.2; D = i; E = -1; F = 4; G = -3; H = 0.8; I = 1
Cc1ccc(N2CC(C(=O)Nc3nc4ccc(S(C)(=O)=O)cc4s3)CC2=O)cc1 (configuration not stated)
  A = -12; B = 1; C = 0.0; D = i; E = -3; F = -1; G = -4; H = -1.3; I = -20
CC(=O)O[C@]1(C(C)=O)CC[C@H]2[C@@H]3C=C(C)C4=CC(=O)CC[C@@H]4[C@H]3CC[C@@]21C
  A = 4; B = 1; C = -0.4; D = i; E = -2; F = 1; G = -3; H = -0.3; I = 15
CCOCCCNC(=O)c1cc2c(=O)n3cccc(C)c3nc2s1
  A = 10; B = 1; C = -1.2; D = x; E = -2; F = -3; G = 3; H = 0.5; I = -11
Cc1ccc(NC(=O)CCCC2CCCCC2)c(O)c1
  A = -3; B = 5; C = -0.1; D = i; E = 1; F = 4; G = 1; H = 0.1; I = 6
CCOC(=O)C1(Cc2ccccc2Cl)CCN(Cc2csc(C(C)=O)c2)CC1
  A = 6; B = -2; C = 0.2; D = i; E = -1; F = 1; G = 8; H = -0.2; I = -10
C/C(=N/NC(=O)c1ccc(Br)s1)c1cccnc1
  A = 0; B = 3; C = 0.0; D = i; E = -10; F = 0; G = -1; H = -0.4; I = 8
c1coc(-c2nc3c([nH]2)CCc2nonc2-3)c1
  A = -24; B = 10; C = -0.7; D = i; E = 2; F = 3; G = -4; H = 1.7; I = -20
O=c1oc2ccccc2cc1-c1csc(NN=C2CCCC2)n1
  A = -1; B = -13; C = 0.1; D = x; E = -5; F = -5; G = 6; H = 1.3; I = 3
Cc1nc(N)nc(N/N=C/c2c(F)cccc2Cl)n1
  A = -3; B = -2; C = -0.7; D = i; E = -2; F = 2; G = -1; H = -0.1; I = 13

For convenience, part of the list above.
Short keys – A = E coli Lon inh; B = CSN deneddyl inh; C = Tb MetRS inh; D = Neddyl block; E = MsrA act; F = Rin1 Abl inh; G = FAS TE block; H = MsrA inh; I = PABP1 MLLE inh
C/C(=N/NC(=O)c1ccc(Br)s1)c1cccnc1
  A = 0; B = 3; C = 0.0; D = i; E = -10; F = 0; G = -1; H = -0.4; I = 8
c1coc(-c2nc3c([nH]2)CCc2nonc2-3)c1
  A = -24; B = 10; C = -0.7; D = i; E = 2; F = 3; G = -4; H = 1.7; I = -20
O=c1oc2ccccc2cc1-c1csc(NN=C2CCCC2)n1
  A = -1; B = -13; C = 0.1; D = x; E = -5; F = -5; G = 6; H = 1.3; I = 3
Cc1nc(N)nc(N/N=C/c2c(F)cccc2Cl)n1
  A = -3; B = -2; C = -0.7; D = i; E = -2; F = 2; G = -1; H = -0.1; I = 13

(listing goes on)
Short keys – A = E coli Lon inh; B = CSN deneddyl inh; C = Tb MetRS inh; D = Neddyl block; E = MsrA act; F = Rin1 Abl inh; G = FAS TE block; H = MsrA inh; I = PABP1 MLLE inh
CCCCn1cnc2cc(NCc3ccncc3)ccc21
  A = -7; B = 1; C = 1.3; D = i; E = -1; F = 0; G = -6; H = 0.3; I = -2
CCNc1ccc(C(=O)OCC)cc1NC(=O)c1cccc(S(=O)(=O)N(C)c2ccccc2)c1
  A = -3; B = -3; C = -0.7; D = i; E = -4; F = 0; G = 20; H = 2.7; I = -5
CC(=O)c1cccc(NC(=O)CCc2nnc3ccc(NCc4ccc5c(c4)OCO5)nn23)c1
  A = -5; B = -2; C = 0.7; D = i; E = -5; F = 3; G = 0; H = -0.3; I = -1
Cc1nn(-c2ccccc2)c2sc(C(=O)O)cc12
  A = -6; B = 9; C = -0.5; D = i; E = -8; F = 3; G = -4; H = 0.0; I = -2
Cc1nnc(SCC(=O)Nc2nccs2)n1C(C)C
  A = -3; B = 0; C = -0.5; D = i; E = -5; F = -3; G = -7; H = 0.7; I = 0
COc1cccc(/C=C/C(=O)OCC(=O)NC2CC2)c1OC
  A = 5; B = 2; C = -0.1; D = i; E = -2; F = 0; G = -8; H = 1.3; I = -10
COc1ccc(-n2cc(-c3ccc(OC(F)F)cc3)[n+]3c2CCCCC3)cc1
  A = -2; B = 4; C = -0.4; D = i; E = -3; F = -2; G = -3; H = -1.1; I = 5
O=C1NCCN/C1=C\C(=O)c1ccc(F)cc1
  A = 1; B = -1; C = -0.9; D = i; E = -4; F = -1; G = -4; H = 0.4; I = -8
Cc1cc2cc(CCNC(=O)CC(C)(C)C)c(=O)[nH]c2cc1C
  A = 6; B = -5; C = -0.7; D = i; E = -1; F = 4; G = -1; H = 0.9; I = -2
Cc1ccc2nc(Cl)cc(=O)n2c1
  A = -8; B = -6; C = -0.1; D = +; E = -2; F = 0; G = 0; H = 4.0; I = 2
Cc1cccc(CN2CCN(C3CN(Cc4cn(Cc5cccc(C(F)(F)F)c5)nn4)S(=O)(=O)C3)CC2)c1 (configuration not stated)
  A = 4; B = 1; C = -1.2; D = i; E = 0; F = x; G = 4; H = 0.1; I = x
COc1cc(OC)cc(C(=O)NC2CC3CCC(C2)N3Cc2ccco2)c1 (configuration not stated)
  A = 9; B = -1; C = -0.6; D = i; E = 1; F = -6; G = -5; H = 1.0; I = 4
O=c1cc(-c2ccccc2)oc2ccc(O)cc12
  A = -4; B = 0; C = 0.3; D = i; E = -4; F = -6; G = -6; H = 1.3; I = 14
C#CCOc1ccc(CNC[C@H]2O[C@@H](n3ccc(=O)[nH]c3=O)[C@H](O)[C@@H]2O)cc1
  A = -1; B = 1; C = 0.3; D = i; E = -3; F = 0; G = -2; H = -0.7; I = -10
COc1ccc(C2/C(=C(/O)c3ccccc3)C(=O)C(=O)N2CO)cc1 (configuration not stated)
  A = -6; B = 1; C = 1.3; D = i; E = -13; F = 2; G = 11; H = 1.8; I = 17
Cc1ccc(Cl)cc1NC(=O)Cn1c(C)csc1=O
  A = -9; B = 0; C = -0.2; D = i; E = -2; F = 3; G = -5; H = 0.4; I = -13
C[C@@H](CN=[N+]=[N-])CN1CC[C@H](NC(=O)OCc2ccccc2)CCC1=O
  A = -8; B = 0; C = -0.2; D = i; E = -4; F = 0; G = -9; H = 0.4; I = -14
COc1ccc(S(=O)(=O)N2CCOCC2)c2ccccc12
  A = 2; B = 2; C = -0.2; D = i; E = 0; F = 1; G = 2; H = -0.7; I = 3
NCCC(=O)NC[C@H]1O[C@@H](n2cnc3c(N)ncnc32)[C@H](O)[C@@H]1O
  A = -6; B = 4; C = 0.0; D = i; E = -4; F = -1; G = -9; H = -2.3; I = -1
COc1cc(Cl)c(C)cc1NC(=O)CSc1nnc(-c2ccco2)n1CC(C)C
  A = -5; B = -4; C = -0.8; D = i; E = -11; F = -3; G = 24; H = -0.6; I = -1
CCOc1cc(CN2CCCC(CO)(Cc3ccc(F)cc3F)C2)ccc1OC (configuration not stated)
  A = -1; B = 0; C = -0.2; D = i; E = 0; F = 0; G = -4; H = 1.2; I = -1
COc1cccc(N2CCN(Cc3nc4scc(-c5ccccc5)c4c(=O)[nH]3)CC2)c1
  A = -54; B = -5; C = -0.2; D = i; E = -4; F = -2; G = 13; H = 0.2; I = -40
Cc1cccc(C(=O)Nc2onc(C)c2C#N)c1
  A = -6; B = -1; C = -0.9; D = i; E = -8; F = 0; G = -7; H = 0.0; I = 2
CC(C)(C)[C@@H]1C=C(C(=O)NC2CC2)O[C@H](OCc2ccc(CO)cc2)C1
  A = -5; B = -2; C = 0.2; D = i; E = 0; F = 2; G = -11; H = 0.5; I = 5
O=C(O)c1cccnc1C(=O)O
  A = -6; B = -3; C = -0.8; D = i; E = -1; F = 0; G = -7; H = 0.4; I = -7
COc1ccc(Cl)cc1C1=NOC2(CCC2)C(=O)N1Cc1ccc(NC(C)=O)cc1
  A = 2; B = 3; C = -0.8; D = i; E = -1; F = -3; G = 7; H = 0.0; I = 3
Cc1cc(=O)oc2c(C)c(OCC(=O)NC3CC(C)(C)NC(C)(C)C3)ccc12
  A = -9; B = 0; C = 0.8; D = i; E = -2; F = 1; G = -6; H = 0.7; I = -13
CCCC(=O)OCC(=O)Nc1cc(C(C)(C)C)nn1-c1ccccc1
  A = -7; B = 4; C = -0.7; D = i; E = -10; F = 3; G = -9; H = -0.3; I = 8
CC(=O)Nc1ccc(-c2csc(NNC(=O)c3ccccc3)n2)cc1
  A = -3; B = 6; C = -0.3; D = i; E = 2; F = 2; G = -61; H = 1.0; I = -12
CC(=O)Nc1cccc(NC(=O)Nc2cccc(F)c2)c1
  A = -2; B = 3; C = 1.0; D = i; E = -2; F = 5; G = -1; H = -0.7; I = -4
Cc1cc(=O)[nH]c(SCC(=O)N2CCN(C(=O)c3ccco3)CC2)n1
  A = 4; B = -3; C = 0.5; D = i; E = 0; F = 3; G = -4; H = 0.4; I = 2
Cc1nc(C)c(-c2nnc(-c3cccc(S(=O)(=O)N(C)C)c3)o2)cc1C(=O)NN
  A = -3; B = 1; C = -1.2; D = i; E = 2; F = 5; G = -1; H = -0.4; I = 1

Bioassay records from PubChem BioAssay.

Rows are unselected; overall some 4% were active at least once.
